Screening results deposited in PubChem by National Center for Advancing Translational Sciences (NCATS).
PLK1 PBD block – qHTS for Inhibitors of PLK1-PDB (polo-like kinase 1 - polo-box domain): Primary Screen; AID 720504, 2013; 2.8% of 360,000 active; Serine/threonine-protein kinase PLK1 (Homo sapiens), P53350; Plk1 PBD binding of FITC phosphopeptide, fluorescence polarization; Potency, µM, inactives show max response, negative = inhibition, actives largely listed as inhibitors; note: potency is the fitted concentration of half-maximal effect; series mostly up to about 57 µM; % is set by controls: 0 for no effect and ±100 for the full control effect; nearly all actives have a fitted effect of over 65% in size
IL-2 act – qHTS of IL-2 Activators; IL-2 activation reporter assay, cell-based qHTS; stimulated with anti-CD3/CD4/CD28 beads; in transgenic mouse T cells; activation, % (series mostly up to about 46 µM); 0.065% of 360,000 active; AID 652025, 2013; in the data active = activation above about 50%; inconclusive = mostly about 30% to 49%; note: 0% is about no effect
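Unstimulated transgenic mouse T cells; 60-min compound exposure; bead-based TCR/CD4/CD28 stimulation; 18 h culture, 37 degrees C; dual fluorescence (EGFP, DsRed) plate cytometry.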
WRN helicase inh – qHTS for Inhibitors of WRN Helicase. Bifunctional 3'-5' exonuclease/ATP-dependent helicase WRN (Homo sapiens), Q14191. 0.46% of 360,000 active. AID 651768, 2012. WRN helicase unwinding, fluorescent forked duplex, kinetic. Potency, µM (top dose mostly 114 µM), for the others: at the highest dose activity change, negative = inhibition, hits mostly inhibitors; note: potency is the fitted concentration of half-maximal effect; % is set by controls: 0 for no effect and ±100 for the full control effect; nearly all actives have a fitted effect of over 55% in size
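Primary qHTS, 1536-well format. 20 nM WRN + compound, 15 min RT; start with 100 nM forked fluorophore/quencher duplex, 2 mM ATP (final); kinetic read ex 525/em 598 nm.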
PI5P4K alpha inh – qHTS for Inhibitors of phosphatidylinositol 5-phosphate 4-kinase (PI5P4K) | AID 652105, 2013 | 1.2% of 330,000 active | max response, % | PI5P4Kalpha enzyme, ADP-Glo luminescence, 60 min; stronger effect = lower value; active = max response of -50% or lower; inconclusive = between -30% and -50%; inactive = -30% or higher; note: value at the top dose of about 77 µM; % is set by controls: 0 for no effect and ±100 for the full control effect
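Human PI5P4Kalpha with substrate in 0.038 M HEPES pH 7.4, 0.28 mM EGTA, 0.1% CHAPS, 5% DMSO; reaction started with 5 microM ATP (final), 60 min at room temperature. ADP formed read by ADP-Glo luminescence.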
CCT chaperon mod – High-Throughput Screening for Modulators of Cytosolic Chaperonin Activity; purified chaperonin ATPase assay, HTRF ADP detection, 30 min; activity change, % (concentration not given with the values), hits read low; 0.3% of 360,000 active; in the data active = activity change below about -30%; note: % is set by controls: 0 for no effect and ±100 for the full control effect
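ATPase activity: ADP formed was measured by HTRF Transcreener (665/615 nm ratio) after 30 min at 37 deg C with 10 uM ATP. Compounds screened at one 76 uM concentration against 40 or 20 nM TRiC in Tris pH 7.4/KCl/MgCl2/DTT buffer.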
EPAC1 agonist – qHTS for Agonist of cAMP-regulated guanine nucleotide exchange factor 3 (EPAC1): primary screen | Potency, µM (titrated, usually from 154 µM), inactives show top-dose activation, hits mostly activators | 0.073% of 360,000 active | EPAC1 agonist qHTS, biochemical assay; response scale: 100% = response to 6.5 mM cAMP; note: potency is the fitted concentration of half-maximal effect; nearly all actives have a fitted effect of over 60% in size
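Read-out is the fluorescence drop as BODIPY-GDP leaves Rap1B (480 nm excitation, 540 nm emission), recorded every 5 minutes over 30 minutes. Reactions held 100 nM EPAC1, 250 nM Rap1B–BODIPY-GDP and 50 uM GDP, with 6.5 mM cAMP setting full activation.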
EPAC1 antagonist – qHTS for Antagonist of cAMP-regulated guanine nucleotide exchange factor 3 (EPAC1): primary screen; EPAC1 GEF assay, Rap1b-BODIPY-GDP exchange fluorescence; Potency, µM (doses to about 115 µM), without a hit: at the top dose activity change, negative = inhibition, usual class: inhibitors; 0.14% of 360,000 active; AID 720709, 2013;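 note: potency is the fitted concentration of half-maximal effect; plate controls were vehicle for no effect and positive control for full effect; nearly all actives have a fitted effect of over 50% in size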
EPAC2 ag – qHTS for Agonist of cAMP-regulated guanine nucleotide exchange factor 4 (EPAC2): primary screen; EPAC2 activation, biochemical qHTS; response scale: 100% = 6.5 mM cAMP response; Potency, µM (titrated, usually from 154 µM), for the others: at the highest dose activation, usual class: activators; 0.079% of 360,000 active; note: potency is the fitted concentration of half-maximal effect; nearly all actives have a fitted effect of over 50% in size
Target sequence (Q8WZA2 whole entry, looked up): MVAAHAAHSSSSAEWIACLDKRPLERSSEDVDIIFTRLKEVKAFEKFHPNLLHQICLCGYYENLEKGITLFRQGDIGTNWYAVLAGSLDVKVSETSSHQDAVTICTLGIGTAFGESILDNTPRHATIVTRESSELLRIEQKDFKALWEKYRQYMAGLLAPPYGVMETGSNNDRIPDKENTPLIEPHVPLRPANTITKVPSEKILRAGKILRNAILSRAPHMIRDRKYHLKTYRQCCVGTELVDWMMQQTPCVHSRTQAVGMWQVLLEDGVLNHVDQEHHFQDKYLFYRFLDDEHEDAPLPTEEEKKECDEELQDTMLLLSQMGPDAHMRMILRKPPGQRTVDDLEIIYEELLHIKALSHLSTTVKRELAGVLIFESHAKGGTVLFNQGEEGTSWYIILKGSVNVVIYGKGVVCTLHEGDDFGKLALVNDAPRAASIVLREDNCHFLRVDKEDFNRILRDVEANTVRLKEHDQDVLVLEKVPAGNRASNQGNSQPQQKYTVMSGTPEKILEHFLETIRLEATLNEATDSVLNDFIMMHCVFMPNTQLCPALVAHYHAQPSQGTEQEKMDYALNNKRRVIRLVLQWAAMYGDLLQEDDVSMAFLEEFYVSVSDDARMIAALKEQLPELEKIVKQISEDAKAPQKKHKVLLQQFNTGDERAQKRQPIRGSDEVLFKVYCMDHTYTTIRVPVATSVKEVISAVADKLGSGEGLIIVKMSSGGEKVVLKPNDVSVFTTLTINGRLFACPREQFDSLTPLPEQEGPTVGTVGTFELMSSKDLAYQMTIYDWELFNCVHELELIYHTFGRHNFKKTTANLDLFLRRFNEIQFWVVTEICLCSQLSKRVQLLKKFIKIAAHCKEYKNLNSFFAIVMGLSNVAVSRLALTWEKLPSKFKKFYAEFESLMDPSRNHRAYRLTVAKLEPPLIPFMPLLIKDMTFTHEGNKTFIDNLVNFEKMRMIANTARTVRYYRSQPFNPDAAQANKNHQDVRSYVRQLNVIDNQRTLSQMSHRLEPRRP
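Setup: EPAC2 100 nM, labeled Rap1B complex 250 nM, free GDP 50 uM. Compound titrations pinned in, brief spin, 5 min room temperature incubation. Kinetic fluorescence read over 30 min, normalized to 6.5 mM cAMP.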
* hit, by the source's call; ? = inconclusive; / = not tested or not shown; [ ] = dose if it differs, or a comment. Unless noted, calls come from the whole dose curve; as a rule, active = well fitted curve in the direction sought with a large enough effect; inconclusive = small, poorly fitted or top-dose-only effect, or another doubt; inactive = no such curve, though single readings can be large; an effect the other way counts as inactive or inconclusive. The list is partial, so the mix of outcomes need not match the whole.

Order of values: WRN helicase inh	CCT chaperon mod	IL-2 act	PLK1 PBD block	PI5P4K alpha inh	EPAC1 agonist	EPAC1 antagonist	EPAC2 ag
COc1ccc(C)cc1NC(=O)c1nnn(Cc2cccc(F)c2)c1N
  -2.5%	-0.2	-2.4	37.7µM*	1.4	-11.5%	?	0.8%
c1coc(CNc2ncnc3c2oc2ccccc23)c1
  -3.9%	-1.6	-0.4	-2.1%	/	2.7%	-3.2%	9.2%
O=C(NCc1ccccc1)c1ccc(C(=O)NCc2ccccc2)cc1
  -1.0%	0.7	-0.1	-1.0%	-1.5	12.9%	5.8%	2.9%
Cc1nc(C)c(-c2ccn(S(=O)(=O)c3ccc(Cl)cc3)n2)o1
  5.0%	-0.9	-2.1	-15.6%	-1.9	1.6%	3.3%	2.9%
CCC1(c2ccccc2)NC(=O)N(CC(=O)N(CC(=O)Nc2ccccc2C(F)(F)F)Cc2ccco2)C1=O (stereo unspecified)
  -5.7%	-0.3	1.0	-4.3%	1.4	-10.1%	1.9%	0.9%
CN(Cc1ccccc1)C(=O)c1nc2ccccn2c1CNCCCOc1cccnc1
  -0.5%	-3.5	-0.7	-1.8%	1.3	-1.4%	-11.0%	2.3%
Cc1cccc(Nc2c([N+](=O)[O-])c(=O)oc3ccccc23)c1
  3.0%	1.1	0.5	4.2%	5.9	-7.7%	?	1.2%
CC1CCc2[nH]c3ccc(C(=O)N(C)CC(=O)Nc4ccccc4Cl)cc3c2C1 (stereo unspecified)
  -3.0%	-2.0	-3.0	-0.7%	5.8	1.3%	-4.4%	9.8%
COc1ccccc1NC(=O)c1oc2ccccc2c1NC(=O)c1ccco1
  -4.0%	0.6	-1.9	-6.4%	/	-1.2%	0.1%	3.7%
COc1ccc(C2C3=C(CC(C)(C)CC3=O)Oc3ncn4nc(-c5cccnc5)nc4c32)cc1 (stereo unspecified)
  -1.5%	1.8	3.4	-6.1%	4.2	12.9%	4.5%	3.9%
CCCn1c(SCC(=O)Nc2c(C)cccc2CC)nnc1C(C)C
  15.5%	-0.2	-1.5	-5.5%	-2.4	-6.9%	-5.9%	6.9%
CCCCCCn1cc(CN2CC(N3CCN(CCN(C)C)CC3)CS2(=O)=O)nn1 (stereo unspecified)
  -1.0%	1.2	-0.7	-13.7%	-2.3	5.3%	5.5%	10.8%
Cc1ccc(C)n1CCN1CCN(C(=O)CSc2nc3ccccc3nc2N2CCOCC2)CC1
  -9.8%	-2.2	0.0	-4.4%	2.3	0.0%	-8.0%	4.3%
COc1ccccc1NC(=O)c1ccc(NC(=O)CSc2ncn[nH]2)cc1
  -2.9%	1.5	-0.7	-7.7%	3.1	3.6%	-4.3%	-2.4%
CC(=O)NS(=O)(=O)c1ccc(NC(=O)c2ccc(Br)o2)cc1
  7.3%	-2.4	1.8	-14.2%	2.0	-1.6%	-1.6%	-2.1%
N=C1/C(=C\c2ccc(OC(=O)c3ccc(F)cc3)cc2)C(=O)N=C2SC(N3CCOCC3)=NN12
  -2.7%	-3.8	-0.8	?	-9.6	3.6%	2.4%	17.2%
O=C(c1cn(-c2ccccc2)nc1-c1cccc(Br)c1)N1CCOCC1
  -22.9%	1.4	-0.6	-2.3%	9.9	4.2%	3.1%	3.3%
Cc1ccc2[nH]c(C)c(/C=C/c3cc[n+](C)cc3)c2c1
  -31.1%	-0.1	158.7*	94.5%[activator]	-1.3	?	55.6%[activator]	?
CCc1ccc(O)c(N=Cc2cccc(C)c2O)c1
  -1.9%	-2.2	-2.0	0.0%	/	0.7%	5.0%	14.6%
FC(F)(F)c1ccccc1NC(=S)N1CCN(c2ncccn2)CC1
  -1.6%	0.5	-0.1	-2.5%	7.0	4.7%	15.4%	-1.4%
O=C(NCc1cccnc1)c1ccccc1-c1ccccc1
  -7.6%	0.4	-0.2	-9.7%	-2.6	3.3%	-0.1%	17.3%
Cc1cc(C)cc(NC(=O)C(OC(=O)c2ccc(O)cc2)c2ccccc2)c1 (stereo unspecified)
  -16.6%	1.0	1.2	-0.2%	-1.4	5.7%	-15.5%	-4.7%
NC(=O)c1c(Nc2nc3c(F)cccc3s2)sc2c1CCCC2
  ?	-1.3	6.5	38.3%[activator]	?	-11.6%	18.1%	5.0%
Cc1cc(N/N=C/c2ccccc2O)nc(-c2ccccc2O)n1
  -15.0%	-1.6	-1.5	-0.1%	22.2	4.5%	-3.0%	12.7%
Cn1nc(-c2ccc(Cl)cc2)cc1NC(=O)CSCC(=O)O
  1.8%	0.5	-2.8	-1.2%	?	1.7%	-9.4%	12.0%
O=C(O)C[C@H]1c2cc(C(F)(F)F)ccc2S(=O)(=O)N1C1CCN(Cc2ccccc2)CC1
  8.9%	1.1	0.5	?	-5.9	9.1%	-19.7%	3.6%
O=C(CN(Cc1cccs1)C(=O)CCC(=O)Nc1ccccn1)NCc1ccccc1
  -21.9%	-1.5	2.1	?	-20.8	-2.8%	-1.2%	-2.1%
CCCCn1c(N)c(N(CCOC)C(=O)COC(=O)COc2cccc(C(C)=O)c2)c(=O)[nH]c1=O
  -9.1%	-3.2	-0.4	-0.6%	2.3	1.5%	3.9%	2.8%
COc1cc(C=C2CN(C)C(=O)C2=O)ccc1O
  -26.4%	0.1	0.0	-3.8%	-9.1	-9.1%	-26.4%	4.5%
CC(C)(C)OC(=O)N1CCCC(C(=O)Nc2cccc(C(=O)N3CCCC3)c2)C1 (stereo unspecified)
  0.4%	-1.7	-1.1	-6.5%	8.3	1.2%	-7.0%	0.7%
CN(CC(=O)N1CCN(c2ccccn2)CC1)S(=O)(=O)c1ccccc1
  -6.5%	-3.2	0.0	-9.6%	6.2	10.1%	3.8%	5.6%
Cc1cccc(NC2=NC3(CCCCC3)N=C(N)N2)c1C
  -5.1%	0.9	0.0	-1.3%	2.8	0.2%	2.5%	-3.4%
NC(=S)NNC(=O)COc1ccccc1O
  -1.0%	-2.3	0.6	-9.0%	1.5	5.6%	7.2%	4.1%
CCCCn1c(N)c(-c2nc3ccccc3o2)c2c([N+](=O)[O-])nn(CC)c(=O)c21
  -4.2%	-3.4	-0.2	-13.1%	1.6	0.5%	15.4%	1.7%
Nc1ccc(-c2nc3ccc(N)cc3o2)cc1
  -4.7%	-0.6	-0.1	-11.6%	2.3	-1.0%	-5.6%	0.4%
COC(=O)c1cc(-c2ccccc2)n(CCN)c1C
  1.1%	-3.5	-2.6	-3.5%	8.1	3.7%	4.9%	4.6%
COc1ccc(CC(=O)OCC(=O)Nc2cccc(Br)c2)cc1
  -1.5%	-3.9	0.5	-15.7%	-1.1	2.8%	-26.2%	3.5%
CC(C)C[C@@H]1O[C@H](CCc2ccccc2)Cc2[nH]c(=S)[nH]c(=O)c21
  -2.2%	1.6	0.6	-12.8%	?	-14.9%	-5.9%	-13.7%
CCOC(=O)c1c(N)sc(C(=O)N(C)C)c1C
  2.6%	-4.4	0.0	-13.5%	-4.9	-3.7%	11.9%	1.4%
COCCN(Cc1ccco1)C(=O)C1CCCN(c2ncnc3c2nc2n3CCCCC2)C1 (stereo unspecified)
  6.3%	1.4	-3.8	3.7%	4.0	4.5%	-15.4%	-2.0%
S=c1[nH]c2ccc3ccccc3c2[nH]1
  -4.9%	-2.0	-1.9	-14.8%	-5.6	-1.7%	0.7%	4.3%
CCN(c1ccccc1)S(=O)(=O)c1ccc(Cl)c(C(=O)OCC(=O)c2[nH]c(C)c(C(C)=O)c2C)c1
  -13.5%	0.2	-0.6	2.4%	-3.7	5.9%	-13.5%	3.0%
COc1ccc(NC(=O)CCc2nnc3ccc(NCc4ccco4)nn23)cc1OC
  -25.0%	1.3	-1.1	-9.2%	0.6	3.5%	-11.2%	-6.9%
Nc1c(C(=O)NCc2ccc(F)cc2)c2nc3ccccc3nc2n1CCCN1CCOCC1
  -21.6%	-1.6	-0.1	-7.3%	21.4	12.3%	-6.1%	8.1%
CS(=O)(=O)N(CC(=O)NC1CCCCCC1)Cc1ccc(Cl)cc1
  -14.0%	0.2	-1.8	0.5%	/	-7.7%	0.7%	-12.7%
CCCCNC(=O)CSc1ccc(S(=O)(=O)N2CCOCC2)cn1
  7.9%	-0.1	0.6	-12.9%	-8.4	5.7%	-5.8%	11.4%

Grouped by structure: those above containing two or more sulfur atoms
Order of values: WRN helicase inh	CCT chaperon mod	IL-2 act	PLK1 PBD block	PI5P4K alpha inh	EPAC1 agonist	EPAC1 antagonist	EPAC2 ag
NC(=O)c1c(Nc2nc3c(F)cccc3s2)sc2c1CCCC2
  ?	-1.3	6.5	38.3%[activator]	?	-11.6%	18.1%	5.0%
CCCCNC(=O)CSc1ccc(S(=O)(=O)N2CCOCC2)cn1
  7.9%	-0.1	0.6	-12.9%	-8.4	5.7%	-5.8%	11.4%

Complete entries as entered above. Screens in order: WRN helicase inh	CCT chaperon mod	IL-2 act	PLK1 PBD block	PI5P4K alpha inh	EPAC1 agonist	EPAC1 antagonist	EPAC2 ag
Listed for `COc1ccc(NC(=O)CCc2nnc3ccc(NCc4ccco4)nn23)cc1OC` → -25.0%	1.3	-1.1	-9.2%	0.6	3.5%	-11.2%	-6.9%
Listed for `Cc1ccc2[nH]c(C)c(/C=C/c3cc[n+](C)cc3)c2c1` → -31.1%	-0.1	158.7*	94.5%[activator]	-1.3	?	55.6%[activator]	?
